LEDGF integ inh – blocks HIV-1 LEDGF/p75-dependent DNA integration; inhibition, % at 3.7 µM; hit rate 0.64% among 370,000; TR-FRET IN-LEDGF/p75 DNA integration, Eu/Cy5; AID 743269;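 active = inhibition above the screen-wide mean plus 3 SD, cut at about 13% in these data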;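 also: signal is the Cy5 over europium emission ratio at 671 and 618 nm; 0% = plate median of compound wells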
DDE Tn7 FP inh – inhibitors of Tn7 peptide binding to human fibrin DD(E) | AID 720508 | hit rate 0.13% among 370,000 | inhibition, % at 8.3 µM | FP displacement of FITC-Tn7 peptide from fibrin DD(E); 0% = median of compound wells per plate;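 active = inhibition above the mean of compounds falling within the control limits plus 3 SD of them, cut at about 14% in these data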;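 also: 0% = plate median of compound wells and 100% = 10 µM Aha-Tn7 peptide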
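system = human fibrin DD(E) protein | quantity = DD(E) 2 µM final | medium = Tris/NaCl/CaCl2 buffer, pH 7.8 | also added = labelled Tn7 tracer, 0.1 µM | compound dosing = single point at 8.3 µM | timing = compound with protein 10 min, then 3 h after probe, room temperature | signal = FP measurement | benchmarks = Aha-Tn7 high control | repeats = one replicate per compound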
PG9 Ab binder – PG9 antibody binding by small molecule | inhibition, % at 6.7 µM | AID 624416 | hit rate 0.43% among 360,000 | TR-FRET gp120-PG9 antibody binding; in the data active = inhibition above about 8.5%
SIAE primary – inhibitors of human sialic acid acetylesterase SIAE; inhibition, % at 9.66 µM; hit rate 0.69% among 370,000; Q9HAT2; SIAE FP-Rh probe binding, fluorescence polarization;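 active = inhibition above a cutoff: mean of compounds within the control limits plus 3 SD of those, cut at about 17% in these data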;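 also: 0% = plate median of compound wells and 100% = probe without SIAE protein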
UHRF1 MBD2 ctr – human UHRF1 methylated DNA binding inhibitors. Q96T88. UHRF1 binding to methylated oligo, TR-FRET. inhibition, % at 4.4 µM. hit rate 0.75% among 370,000. AID 687016; in the data active = inhibition above about 21%;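 also: UHRF1 SRA domain binding a hemimethylated CpG hairpin DNA probe; 0% = median of test compound wells and 100% = reference inhibitor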
TCR-CD3 inh – inhibitors of human TCR-CD3 interaction; TAMRA-labeled TCR probe fluorescence, biochemical; inhibition, % at 9.4 µM; hit rate 0.37% among 360,000; in the data active = inhibition above about 19%;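 also: recombinant mutant TCR 2C K166C tagged with TAMRA read by polarization; 0% = receptor in buffer alone and 100% = receptor with positive control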
PRMT1 FP inh – PRMT1 (human) inhibition, primary screen; Q99873; recombinant PRMT1, activity-based probe fluorescence polarization; inhibition, % at 2.79 µM; hit rate 1.3% among 370,000; AID 652257;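 active = inhibition above about 21% made by adding two undisclosed values, limit read from the data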
mABHD4 FP – ABHD4 (mouse) inhibition, primary FP screen | inhibition, % at 8.92 µM | Q8VD66 | purified mABHD4, FP-Rh probe fluorescence polarization | hit rate 0.54% among 370,000;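 active = inhibition exceeding the mean over every tested compound plus 3 SD, cut at about 30% in these data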;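 also: 0% = plate median of compound wells and 100% = S159A mutant with DMSO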
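Assay system: Wild-type mouse ABHD4 protein | Medium: HEPES pH 7.0 buffer, 150 mM NaCl, 0.01% Pluronic F-127 | Incubation: Enzyme–compound pre-incubation 45 min, then probe 60 min, both 25 °C | Technique: Fluorescence polarization with parallel and perpendicular emission, 525/598 nm | Evaluation: % inhibition of FP-Rh probe binding versus controls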
TDP2 absorb – blocks human TDP2 phosphodiesterase activity. O95551. recombinant TDP2, T5PNP hydrolysis, p-nitrophenol absorbance 415 nm. inhibition, % at 12.8 µM. hit rate 0.34% among 370,000. AID 720702;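 active = inhibition above the mean of all tested compounds plus 3 SD, set per campaign, cut at about 25% in these data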;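 also: 0% = DMSO with enzyme and 100% = buffer with substrate but no TDP2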
Target sequence (O95551 whole entry, looked up): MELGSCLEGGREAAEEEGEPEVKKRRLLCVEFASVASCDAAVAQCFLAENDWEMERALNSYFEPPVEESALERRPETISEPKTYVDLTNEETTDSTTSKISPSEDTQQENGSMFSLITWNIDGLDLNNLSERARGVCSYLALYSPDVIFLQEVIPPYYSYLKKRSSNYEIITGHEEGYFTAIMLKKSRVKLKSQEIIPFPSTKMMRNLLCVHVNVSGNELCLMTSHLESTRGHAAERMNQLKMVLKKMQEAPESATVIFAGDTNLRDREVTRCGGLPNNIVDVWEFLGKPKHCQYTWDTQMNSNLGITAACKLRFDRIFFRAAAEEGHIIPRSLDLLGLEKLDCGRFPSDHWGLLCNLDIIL
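Test system: human TDP2 enzyme; Input: 120 nM TDP2 per well; Buffer or medium: Mg2+-containing Tris-HCl buffer, pH 7.5; Reagent: 5 mM T5PNP; Dosing: 12.8 µM single point, 1% DMSO; Incubation: reaction 2 h, 37 °C; Detection: p-Nitrophenol epi absorbance; Read-out: % inhibition relative to enzyme-containing and enzyme-free wells; Replicates: single well per compound.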
HTRA1 inh – HTRA1 (human) protease inhibition. AID 504803. hit rate 0.5% among 340,000. Q92743. inhibition, % at 5.96 µM. recombinant HTRA1, FP-rhodamine activity-based probe, fluorescence polarization; in the data active = inhibition above about 36%;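 also: 0% = enzyme with DMSO and 100% = wells lacking enzyme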
Target sequence (Q92743 whole entry, looked up): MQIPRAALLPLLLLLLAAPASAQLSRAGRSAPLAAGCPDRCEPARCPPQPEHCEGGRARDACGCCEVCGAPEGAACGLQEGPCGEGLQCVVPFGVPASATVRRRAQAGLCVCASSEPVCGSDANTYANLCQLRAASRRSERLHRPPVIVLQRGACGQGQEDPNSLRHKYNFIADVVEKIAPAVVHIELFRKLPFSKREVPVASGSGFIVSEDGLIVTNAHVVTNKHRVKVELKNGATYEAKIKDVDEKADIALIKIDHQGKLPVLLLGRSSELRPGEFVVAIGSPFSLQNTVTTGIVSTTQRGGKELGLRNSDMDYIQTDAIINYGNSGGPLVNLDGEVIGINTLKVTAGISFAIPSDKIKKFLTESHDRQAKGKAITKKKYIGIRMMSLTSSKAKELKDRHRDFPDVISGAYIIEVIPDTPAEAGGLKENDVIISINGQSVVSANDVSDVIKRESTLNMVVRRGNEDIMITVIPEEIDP
Numbers without * were called inactive.

smiles | LEDGF integ inh | SIAE primary | TCR-CD3 inh | PG9 Ab binder | HTRA1 inh | UHRF1 MBD2 ctr | mABHD4 FP | DDE Tn7 FP inh | TDP2 absorb | PRMT1 FP inh
Cc1nc(NCC2CCCO2)c2nnn(Cc3c(F)cccc3Cl)c2n1 (stereo not given) | 1.4 | 3.8 | 1.5 | 2.1 | -2.1 | 2.4 | -4.8 | -1.7 | -6.8 | 0.6
Cc1ccc2nc(Nc3nc(C)cc(C(F)(F)F)n3)nc(C)c2c1 | 3.7 | 5.2 | 7.3 | -1.1 | 11.7 | -3.3 | -6.2 | -2.8 | 1.3 | -1.4
Cc1cccc(C(=O)OCC(=O)NCC2COc3ccccc3O2)c1 (stereo not given) | 1.5 | -6.3 | 3.3 | -1.5 | -0.6 | 1.1 | 7.1 | 1.5 | 4.2 | 0.8
O=C1c2ccccc2S(=O)(=O)c2cc(C(=O)N3CCN(c4ccc(Cl)cn4)CC3)ccc21 | -0.9 | 2.0 | 3.0 | 0.1 | -13.2 | -4.2 | 6.7 | -0.8 | -1.8 | 1.5
O=C1c2ccccc2NC(c2ccccn2)N1c1ccc(Cl)cc1 (stereo not given) | 0.5 | -7.8 | -1.1 | -0.9 | -6.1 | -0.3 | -5.3 | -0.9 | 1.1 | -2.4
Cc1ccc(/C=C/C(O)=C2/C(=O)N(C)C3(C)CC2c2ccccc2O3)cc1 (stereo not given) | 0.9 | 0.4 | -0.3 | -0.1 | -3.6 | 0.8 | 3.4 | -5.5 | 2.9 | 0.2
Cc1ccc(CNC(=O)CCc2ccc(S(=O)(=O)NC3CCCCC3)cc2)cc1 | -1.2 | 1.1 | 7.0 | -2.8 | 0.5 | -0.2 | -9.7 | 7.8 | 8.1 | -0.3
COc1ccc2nc(C)cc(NCCN3CCOCC3)c2c1 | 4.0 | 10.0 | -0.4 | -0.4 | 3.9 | 5.0 | 0.2 | -3.9 | 9.0 | -4.3
COC(=O)CNc1nc(Cl)nc(NC2CCCCC2)n1 | -4.4 | 3.5 | 4.4 | 1.9 | 8.5 | 1.1 | 6.9 | 0.8 | 14.4 | 0.8
COc1ccc(C2(O)CCN(CCCCOc3ccccc3)CC2)cc1 | 1.9 | -2.3 | 1.4 | 0.9 | -5.6 | -0.8 | -4.2 | 0.2 | 9.2 | 2.7

Reformatted with values ahead of the structure: part of the list above.
LEDGF integ inh | SIAE primary | TCR-CD3 inh | PG9 Ab binder | HTRA1 inh | UHRF1 MBD2 ctr | mABHD4 FP | DDE Tn7 FP inh | TDP2 absorb | PRMT1 FP inh | SMILES
1.4 | 3.8 | 1.5 | 2.1 | -2.1 | 2.4 | -4.8 | -1.7 | -6.8 | 0.6 | Cc1nc(NCC2CCCO2)c2nnn(Cc3c(F)cccc3Cl)c2n1 (stereo not given)
3.7 | 5.2 | 7.3 | -1.1 | 11.7 | -3.3 | -6.2 | -2.8 | 1.3 | -1.4 | Cc1ccc2nc(Nc3nc(C)cc(C(F)(F)F)n3)nc(C)c2c1
1.5 | -6.3 | 3.3 | -1.5 | -0.6 | 1.1 | 7.1 | 1.5 | 4.2 | 0.8 | Cc1cccc(C(=O)OCC(=O)NCC2COc3ccccc3O2)c1 (stereo not given)
-0.9 | 2.0 | 3.0 | 0.1 | -13.2 | -4.2 | 6.7 | -0.8 | -1.8 | 1.5 | O=C1c2ccccc2S(=O)(=O)c2cc(C(=O)N3CCN(c4ccc(Cl)cn4)CC3)ccc21
0.5 | -7.8 | -1.1 | -0.9 | -6.1 | -0.3 | -5.3 | -0.9 | 1.1 | -2.4 | O=C1c2ccccc2NC(c2ccccn2)N1c1ccc(Cl)cc1 (stereo not given)
0.9 | 0.4 | -0.3 | -0.1 | -3.6 | 0.8 | 3.4 | -5.5 | 2.9 | 0.2 | Cc1ccc(/C=C/C(O)=C2/C(=O)N(C)C3(C)CC2c2ccccc2O3)cc1 (stereo not given)
-1.2 | 1.1 | 7.0 | -2.8 | 0.5 | -0.2 | -9.7 | 7.8 | 8.1 | -0.3 | Cc1ccc(CNC(=O)CCc2ccc(S(=O)(=O)NC3CCCCC3)cc2)cc1
4.0 | 10.0 | -0.4 | -0.4 | 3.9 | 5.0 | 0.2 | -3.9 | 9.0 | -4.3 | COc1ccc2nc(C)cc(NCCN3CCOCC3)c2c1
-4.4 | 3.5 | 4.4 | 1.9 | 8.5 | 1.1 | 6.9 | 0.8 | 14.4 | 0.8 | COC(=O)CNc1nc(Cl)nc(NC2CCCCC2)n1
1.9 | -2.3 | 1.4 | 0.9 | -5.6 | -0.8 | -4.2 | 0.2 | 9.2 | 2.7 | COc1ccc(C2(O)CCN(CCCCOc3ccccc3)CC2)cc1

Next results follow:
smiles | LEDGF integ inh | SIAE primary | TCR-CD3 inh | PG9 Ab binder | HTRA1 inh | UHRF1 MBD2 ctr | mABHD4 FP | DDE Tn7 FP inh | TDP2 absorb | PRMT1 FP inh
COc1cccc(NC(=O)c2ccc(NCCCN3CC(C)CC(C)C3)c([N+](=O)[O-])c2)c1 (stereo not given) | -2.4 | -2.8 | 7.2 | -0.2 | -15.9 | -9.2 | 0.2 | 2.7 | -9.0 | -2.5
CCc1ccc(OCC(=O)Nc2ccc3c(c2)OCCO3)cc1 | -4.8 | -1.2 | 1.5 | 0.2 | -2.3 | 3.7 | -8.6 | -0.2 | -12.7 | 14.5
COc1ccc(N2CCN(C(=O)CSc3nnc(C4CC4)n3C3CC3)CC2)cc1 | 4.3 | -0.2 | 1.8 | -0.7 | 0.6 | -0.5 | -1.4 | -1.1 | -6.9 | -6.8
NS(=O)(=O)OCC1CCCCC1 | -0.3 | -6.3 | 9.0 | -0.6 | 9.1 | 3.5 | -6.4 | -2.8 | -13.9 | -4.6
COc1ccccc1N(CC(=O)NC(C)(C)C)C(=O)CCC(=O)Nc1nccs1 | -0.3 | -2.3 | 11.3 | -0.6 | 7.0 | 1.3 | -1.1 | 1.7 | 5.6 | 0.2
N#Cc1c(-c2ccc(F)cc2)ccnc1N1CCOCC1 | 4.1 | -3.5 | 0.1 | 0.1 | -0.6 | -0.5 | -3.5 | -2.3 | -3.3 | -4.6
COc1ccc(CNS(=O)(=O)NCc2ccc(OC)c(OC)c2)cc1 | -0.1 | -2.8 | 0.9 | -1.8 | 2.9 | 2.1 | -1.3 | -3.6 | 13.9 | -0.6
CCc1ccc(C(=O)OCC(=O)c2c(N)n(CC(C)C)c(=O)n(C)c2=O)cc1 | 1.1 | -7.4 | 0.1 | -2.8 | -26.6 | -0.9 | -12.0 | -4.2 | 0.8 | 1.9
Cc1ccc(Cl)cc1NC(=O)CSc1nnc(C)n1-c1ccccc1 | -0.3 | -1.9 | 4.5 | -2.1 | -1.8 | -0.7 | -7.3 | -1.5 | -9.2 | -2.8
COc1ccc(/C(C)=N/NC(=O)CNC(=O)COc2ccccc2)c(OC)c1 | -4.2 | 6.1 | -0.7 | 0.1 | 2.1 | -1.5 | -0.6 | 1.5 | 8.4 | 1.4

Bioassay records: PubChem BioAssay, The Scripps Research Institute Molecular Screening Center
